RmlCD inh mix – RmlC/RmlD inhibition, mixture screen; RmlC/RmlD coupled enzyme inhibition, 384-well mixture HTS; 0.39% of 110,000 active; inhibition, % at 5.5 µM; in the data active = inhibition above about 30%, passing the limit was not always enough; note: strong numbers were not always called active
HIV RNase H inh – inhibitors of HIV-1 reverse transcriptase RNase H. P04585. RT-RNase H RNA/DNA duplex cleavage, fluorescence. inhibition, % at 10 µM. 1.9% of 65,000 active. AID 565; in the data active = inhibition above about 50%
Starred values were filed as active, the others as inactive; · = no result given. Some of the compounds tested; the hit share may differ from the screen's.

SMILES | RmlCD inh mix | HIV RNase H inh
Cc1ccc(CSCC(=O)Nc2ccc3c(c2)OCO3)cc1 | 43.7 | ·
Cc1nc(C)c(C(=O)Nc2nc3c(C)cccc3s2)o1 | -29.5 | 86.4*
COc1cccc(/C=N/N2C(=O)NC3(CCCCC3)C2=O)c1O | 3.8 | ·
Clc1ccc(C(c2nnnn2C2CCCC2)N2CCN(Cc3ccncc3)CC2)cc1 (centres undefined) | -8.6 | -1.2
COC(=O)c1cc2c(s1)-c1ccccc1OC2 | -93.8 | -33.1
Cc1cc(C)n(-c2ccc(C(=O)Nc3ccc4c(c3)OCCO4)cc2)n1 | 5.1 | -14.4
COc1ccc(OC)c(-c2csc3nnc(SCC(=O)Nc4ccc(NC(C)=O)cc4)n23)c1 | -1.1 | 3.9
COc1ccc(OCCC(=O)OCC(=O)NC(=O)NC(C)C)cc1 | 5.3 | ·
CCN(CC)c1cnn(C/C(=N\OC)c2ccc(Cl)cc2)c(=O)c1Br | 12.1 | ·
COC(=O)C1=CCCN(C)C1 | -3.7 | ·
CC12CCC(C(=O)NC3CCCC3)(CC1=O)C2(C)C (centres undefined) | 8.1 | -1.7
O=C(/C=C/c1ccccc1)NC(=S)NNC(=O)c1cccnc1 | -12.2 | ·
COc1ccccc1C(=O)Nc1nnn(C)n1 | -5.0 | 1.1
Cc1ccc(Cn2nc(C)c(NC(=O)C3(C)CC3(Br)Br)c2C)cc1 (centres undefined) | 4.2 | ·
Cn1c(=O)n(-c2ccc(Cl)cc2)c(=O)c2c3c(sc21)COC(C)(C)C3 | 3.4 | ·
O=C(c1ccco1)N1CCN(Cc2cccc(F)c2)CC1 | 5.8 | -4.4
CCOC(=O)CSc1nnc(-c2ccc(OC)cc2)n1CC | -38.5 | -6.4
C=C(C)Cn1c(SCCN2CCOCC2)nc2c1c(=O)[nH]c(=O)n2C | -11.7 | ·
CCCn1nnc(NC(=O)c2ccc(Br)o2)n1 | 59.3 | ·
O=C(N/C(=C/c1ccco1)C(=O)N1CCCC1)c1cccs1 | -16.7 | ·
O=C(NC1CCCCC1)C1CCN(c2cnccn2)CC1 | -13.8 | 1.6
Cc1ccc(-c2nnc3c(C(F)(F)F)nc4ccccc4n23)cc1 | 2.2 | ·
COc1cc(F)ccc1S(=O)(=O)N1CCN(C23CC4CC(CC(C4)C2)C3)CC1 | 3.6 | ·
CCc1cc2c(N3CCCCC3)ncnc2s1 | -10.9 | -16.9
c1ccc(CCNc2ncnc3c2nnn3Cc2ccccc2)cc1 | 9.2 | 1.2

Compounds listed so far containing an aryl methoxy group (6):
SMILES | RmlCD inh mix | HIV RNase H inh
COc1cccc(/C=N/N2C(=O)NC3(CCCCC3)C2=O)c1O | 3.8 | ·
COc1ccc(OC)c(-c2csc3nnc(SCC(=O)Nc4ccc(NC(C)=O)cc4)n23)c1 | -1.1 | 3.9
COc1ccc(OCCC(=O)OCC(=O)NC(=O)NC(C)C)cc1 | 5.3 | ·
COc1ccccc1C(=O)Nc1nnn(C)n1 | -5.0 | 1.1
CCOC(=O)CSc1nnc(-c2ccc(OC)cc2)n1CC | -38.5 | -6.4
COc1cc(F)ccc1S(=O)(=O)N1CCN(C23CC4CC(CC(C4)C2)C3)CC1 | 3.6 | ·

Copied from the list:
RmlCD inh mix, `CCN(CC)c1cnn(C/C(=N\OC)c2ccc(Cl)cc2)c(=O)c1Br` stands at 12.1
RmlCD inh mix, `Cc1ccc(-c2nnc3c(C(F)(F)F)nc4ccccc4n23)cc1` stands at 2.2

The listing continues:
SMILES | RmlCD inh mix | HIV RNase H inh
CC(=O)c1ccc(NC(=O)CSc2nccn2CCc2ccccc2)cc1 | 1.8 | ·
CCOC(=O)N1CCC(n2c(SCC(=O)c3ccccc3)nc3ccsc3c2=O)CC1 | -13.3 | ·
O=C(COC(=O)c1cc[n+]([O-])cc1)NCC12CC3CC(CC(C3)C1)C2 | 2.8 | ·
CC(=O)OC12CC3CC(C1)C(=NO)C(C3)C2 | -7.8 | 2.9
Cc1ccccc1-n1nc(-c2ccc(N)cc2)cc1N | -11.2 | 0.0
COc1ccccc1CNC(=O)CCCNS(=O)(=O)c1cccc2nsnc12 | -2.5 | -17.2
Cc1ccc(-c2ccc(=O)n(CC(=O)NCCN3C(C)CCCC3C)n2)cc1 (centres undefined) | -5.6 | -11.7
O=C(CSC1=NCCS1)N1CCCC1 | -12.4 | -3.2
COc1ccc(CCNC(=O)c2oc3ccc(S(=O)(=O)N4CCOCC4)cc3c2C)cc1OC | 4.4 | ·
CCOC(=O)N1CCN(C(=O)c2ccc(N3CCCC3=O)cc2)CC1 | 3.1 | -19.8
COc1cc(C2NC(=O)C(C#N)=C(S)N2c2ccccc2)ccc1OC(C)C (centres undefined) | 30.2 | ·
OC1(c2cccc(C(F)(F)F)c2)CCN(c2ncnc3c2[nH]c2ccccc23)CC1 | · | 5.6
CCOC(=O)C[C@H]1c2cc(F)ccc2S(=O)(=O)N1Cc1ccc(OC)cc1 | 7.5 | ·
O=C(CCCOc1ccccc1)N1CCc2ccccc2C1 | -8.9 | -31.1
CCc1ccccc1OCCCCN1CCCC1 | · | -1.3
CCOc1ccc2[nH]c(=O)c(CN(CCc3ccccc3)C(=O)N3CCCC3)cc2c1 | 16.5 | ·
C=CCn1c(-c2c[nH]c3ccccc23)n[nH]c1=S | 2.9 | 57.3*
CN(CC(=O)O)S(=O)(=O)c1cccs1 | 11.9 | -13.0
CN(C)CCCCNCCCNC(=O)/C=N\O | -8.3 | ·

Entries of single compounds, looked up by structure.
`Cc1cc(C)n(-c2ccc(C(=O)Nc3ccc4c(c3)OCCO4)cc2)n1` is listed as RmlCD inh mix: 5.1; HIV RNase H inh: -14.4
`CCN(CC)c1cnn(C/C(=N\OC)c2ccc(Cl)cc2)c(=O)c1Br` is listed as RmlCD inh mix: 12.1; HIV RNase H inh: ·

Retrieved by compound from the list above (3):
SMILES | RmlCD inh mix | HIV RNase H inh
Cc1ccc(-c2ccc(=O)n(CC(=O)NCCN3C(C)CCCC3C)n2)cc1 (centres undefined) | -5.6 | -11.7
COc1ccc(OC)c(-c2csc3nnc(SCC(=O)Nc4ccc(NC(C)=O)cc4)n23)c1 | -1.1 | 3.9
COc1ccccc1C(=O)Nc1nnn(C)n1 | -5.0 | 1.1

High-throughput results deposited in PubChem by several laboratories.
